Bioassay records as filed in PubChem.
KB-V1 cytotox: KB-V1 MDR subline cytotoxicity | 400,000 tested, 3.4% active | Potency, µM (highest dose often 46.1 µM), for the others: at the highest dose activity change, negative = cytotoxicity, actives largely listed as cytotoxic | KB-V1 MDR cells viability, CellTiter-Glo, 72 h; further: on the % scale 0 is the no-effect control and ±100 the full control effect; nearly all actives have a fitted effect of over 60% in size
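KB-V1 cells (P-gp-expressing MDR subline of KB-3-1) in phenol-red-free DMEM with 10% FBS were exposed to library compounds over a concentration series for 72 h at 37 degrees C. Viability read by CellTiter-Glo luminescence; concentration-effect curves fitted after normalization.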
GLP1R inv ag: GLP-1 receptor (human) inverse agonism; P43220; HEK293 GLP-1R CRE-luciferase, luminescence, 24 h; GLP-1R form is constitutively active; Potency, µM (top dose mostly 38.3 µM), inactives show at the highest dose activity change, negative = inhibition, hits mostly inhibitors; 410,000 tested, 1.6% active; further: on the % scale 0 is the no-effect control and ±100 the full control effect; nearly all actives have a fitted effect of over 55% in size
Target sequence (P43220 whole entry, looked up): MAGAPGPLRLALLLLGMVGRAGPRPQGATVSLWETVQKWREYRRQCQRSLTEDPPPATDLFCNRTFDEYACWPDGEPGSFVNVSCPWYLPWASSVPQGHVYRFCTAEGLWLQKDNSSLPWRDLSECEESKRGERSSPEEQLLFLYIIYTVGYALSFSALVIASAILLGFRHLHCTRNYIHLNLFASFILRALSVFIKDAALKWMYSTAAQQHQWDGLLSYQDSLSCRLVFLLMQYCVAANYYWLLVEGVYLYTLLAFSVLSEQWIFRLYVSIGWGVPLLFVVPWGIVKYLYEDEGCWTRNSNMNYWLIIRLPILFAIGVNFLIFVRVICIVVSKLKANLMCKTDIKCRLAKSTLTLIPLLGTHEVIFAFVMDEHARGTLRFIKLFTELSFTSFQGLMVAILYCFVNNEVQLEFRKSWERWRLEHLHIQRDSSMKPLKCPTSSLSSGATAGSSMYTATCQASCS
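Assay principle: reduced luminescence from a cAMP-responsive reporter in HEK293 cells co-expressing a constitutively active GLP-1R. Conditions: 24 hr compound incubation, 37 deg C, 5% CO2.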
GLP-1R agonist: GLP-1 receptor (human) agonism; Potency, µM (highest dose often 45.6 µM), without a hit: at the highest dose activation, most hits filed as activators; AID 624172; P43220; 380,000 tested, 0.007% active; HEK293 GLP-1R CRE-luciferase, luminescence, 4-6 h; cells express a hypersensitive GLP-1R form; further: % of control where 0% means no effect
HT1080 IDH1KD tx: HT-1080 IDH1 knockdown cell toxicity (counter line); Potency, µM (titrated, usually from 46.1 µM), for inactives: at the highest dose activity, negative = toxicity, usual class: cytotoxic; HT-1080 IDH1 knockdown viability, ATP luminescence, 48 h; 360,000 tested, 2% active;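 further: 0% = DMSO wells and -100% = cell-free medium wells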
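After a 2 h attachment period, IDH1KD HT-1080 cells took pin-transferred compound for 48 h at 37 °C; ATP-based luminescence after 10 min room-temperature reagent incubation reported viability.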
GLP1R cytotox: cytotoxicity counter-screen for GLP-1 receptor inverse agonists | 410,000 tested, 0.13% active | Potency, µM (doses to about 38.3 µM), inactives show top-dose activity change, negative = inhibition, usual class: inhibitors | HEK293 cAMP-luciferase reporter cells, luminescence, 24 h;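 further: loss of luciferase light is scored as toxicity; on the % scale 0 is the no-effect control and ±100 the full control effect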
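Quantitative HTS format, 1536 wells, 200 cells/uL seeded. Compounds: 23 nL, 24 h, 37 °C. Detection: luciferase reagent, luminescence at 12 min RT; decreased signal taken as cytotoxic.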
KB-3-1 tox: KB-3-1 parental cell cytotoxicity | AID 1347075 | Potency, µM (doses to about 46.1 µM), for the others: top-dose activity change, negative = cytotoxic, most hits filed as cytotoxic | 400,000 tested, 1.4% active | KB-3-1 viability, CellTiter-Glo ATP luminescence, 72 h; further: on the % scale 0 is the no-effect control and ±100 the full control effect; nearly all actives have a fitted effect of over 60% in size
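Cells are dispensed, compounds pinned in, plates held at 37 °C for 72 h, then CellTiter-Glo is added and luminescence read after 10 minutes. Cell line: parental KB-3-1 in phenol-red-free DMEM, 10% FBS.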
HT1080-NT tox: kills 2HG-producing HT-1080-NT fibrosarcoma cells. HT-1080-NT fibrosarcoma viability, CellTiter-Glo ATP luminescence, 48 h. Potency, µM (doses to about 46.1 µM), without a hit: at the highest dose activity, negative = less viability, actives largely listed as cytotoxic. 360,000 tested, 1.6% active. AID 686970;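 further: NT is the 2HG producing partner of a matched IDH1 knockdown line; 0% = DMSO-treated cells and -100% = media-only wells without cells; nearly all actives have a fitted effect of over 55% in size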
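Fibrosarcoma NT cells, 750 per well in 5% FBS RPMI, were exposed to compound for 48 hours. Viability: CellTiter-Glo luminescence.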
TDP43 rescue: TDP-43 toxicity inhibition in yeast; TDP-43 expressing yeast growth rescue, BacTiter-Glo, 24 h; Potency, µM (series often up to 46.1 µM), for the others: top-dose growth rescue (activation), most hits filed as activators; 410,000 tested, 1.8% active; further: % of control where 0% means no effect; nearly all actives have a fitted effect of over 50% in size
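In this qHTS, compounds that restore growth of yeast expressing TDP-43 appear as activators. Cells (OD600=0.02, galactose medium, raffinose-pregrown) are incubated with compound 24 hr at 30 deg C and growth is quantified by BacTiter-Glo.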
SW480 rereplic: DNA re-replication induction in SW480 cells; SW480 DNA re-replication, Hoechst DNA content imaging, 48 h; Potency, µM (doses to about 46.1 µM), inactives show at the highest dose re-replication activation, usual class: activators; 340,000 tested, 1.8% active; further: % of control where 0% means no effect; nearly all actives have a fitted effect of over 55% in size
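Per well, 250 cells were exposed to pinned compound for 48 hr. Nuclear DNA was visualised with Hoechst (40 min, 37 C) and total object intensity recorded by fluorescence scanning.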
* = called active by the depositor; u = inconclusive; x = no result given; & = joins results of further samples; [ ] = remark or other dose. The call rests on the fitted dose curve; in most records, active means well fitted curve in the direction sought with a large enough effect; inconclusive means small, poorly fitted or top-dose-only effect, or another doubt; inactive means no such curve, though single readings can be large; an effect the other way counts as inactive or inconclusive. Potency means the concentration at half of the fitted maximal effect. Only part of the results is shown; rates above refer to the full screens.

Preview (four entries):
SMILES	KB-V1 cytotox	GLP1R inv ag	GLP-1R agonist	HT1080 IDH1KD tx	GLP1R cytotox	KB-3-1 tox	HT1080-NT tox	TDP43 rescue	SW480 rereplic
CC(C)OC12Oc3ccccc3C=C1N1CCC2CC1 (stereo unspecified)	0%	3%	-2%	15%	2%	11%	10%	3%	0%
CN1C(=O)/C(=C/c2ccc(Cl)s2)C(=O)NC1=S	-1%	-3%	-3%	u	2%	0%	u	-92%[inhibitor]	u
CCOc1ccc(NC(=O)CN(c2ccc([N+](=O)[O-])cc2)S(=O)(=O)c2ccccc2)cc1	7.3µM*	4µM*	u	8.2µM*	u	-1%	u	-26%	-51%[inhibitor]
CNC(C(=O)c1ccccc1)C(OC)c1ccccc1 (stereo unspecified)	-11%	1%	-5%	13%	-3%	0%	5%	3%	-6%[9.22 µM]

Results (from the top)
SMILES	KB-V1 cytotox	GLP1R inv ag	GLP-1R agonist	HT1080 IDH1KD tx	GLP1R cytotox	KB-3-1 tox	HT1080-NT tox	TDP43 rescue	SW480 rereplic
CC(C)OC12Oc3ccccc3C=C1N1CCC2CC1 (stereo unspecified)	0%	3%	-2%	15%	2%	11%	10%	3%	0%
CN1C(=O)/C(=C/c2ccc(Cl)s2)C(=O)NC1=S	-1%	-3%	-3%	u	2%	0%	u	-92%[inhibitor]	u
CCOc1ccc(NC(=O)CN(c2ccc([N+](=O)[O-])cc2)S(=O)(=O)c2ccccc2)cc1	7.3µM*	4µM*	u	8.2µM*	u	-1%	u	-26%	-51%[inhibitor]
CNC(C(=O)c1ccccc1)C(OC)c1ccccc1 (stereo unspecified)	-11%	1%	-5%	13%	-3%	0%	5%	3%	-6%[9.22 µM]
CC(=O)NC(C)Cc1ccccc1 (stereo unspecified)	8%	10%	-6%	1%	0%	9%	7%	-7%	-2%
CN1CCN(C(=O)CCN2C(=O)/C(=C/c3cccc(Br)c3)SC2=S)CC1	-4%	-5%	-9%	u	u	u	15µM*	-29%	u
COC(=O)C1=C(c2ccc(OCc3ccccc3)cc2)C[C@@H]2CC[C@H]1N2C(=O)NCc1ccc(Cl)cc1	15µM*	8%	-1%	3%	-22%	u	8%	14%	x
CCCCn1c(O)c(C(CC)=NCCc2ccccc2)c(=O)[nH]c1=O	u	u	-2%	-2%	-14%	-3%	-4%	u	0%
O=C1CC2(CCCC2)CC(=O)N1CCCCN1CCN(c2ncccn2)CC1	u	-13%	-5%&3%	10%	-6%	0%	u	14%	-20%
COC(=O)C(O)(c1ccc(NC(=S)NC(=O)c2ccccc2)cc1)C(F)(F)F (stereo unspecified)	21%	-9%	-1%	-29%	-19%	0%	u	u	u

Taken from the entries so far, three compounds:
SMILES	KB-V1 cytotox	GLP1R inv ag	GLP-1R agonist	HT1080 IDH1KD tx	GLP1R cytotox	KB-3-1 tox	HT1080-NT tox	TDP43 rescue	SW480 rereplic
CCCCn1c(O)c(C(CC)=NCCc2ccccc2)c(=O)[nH]c1=O	u	u	-2%	-2%	-14%	-3%	-4%	u	0%
O=C1CC2(CCCC2)CC(=O)N1CCCCN1CCN(c2ncccn2)CC1	u	-13%	-5%&3%	10%	-6%	0%	u	14%	-20%
COC(=O)C(O)(c1ccc(NC(=S)NC(=O)c2ccccc2)cc1)C(F)(F)F (stereo unspecified)	21%	-9%	-1%	-29%	-19%	0%	u	u	u

Pulled by compound from the entries so far:
SMILES	KB-V1 cytotox	GLP1R inv ag	GLP-1R agonist	HT1080 IDH1KD tx	GLP1R cytotox	KB-3-1 tox	HT1080-NT tox	TDP43 rescue	SW480 rereplic
CNC(C(=O)c1ccccc1)C(OC)c1ccccc1 (stereo unspecified)	-11%	1%	-5%	13%	-3%	0%	5%	3%	-6%[9.22 µM]
O=C1CC2(CCCC2)CC(=O)N1CCCCN1CCN(c2ncccn2)CC1	u	-13%	-5%&3%	10%	-6%	0%	u	14%	-20%

Later entries
SMILES	KB-V1 cytotox	GLP1R inv ag	GLP-1R agonist	HT1080 IDH1KD tx	GLP1R cytotox	KB-3-1 tox	HT1080-NT tox	TDP43 rescue	SW480 rereplic
CCc1ccccc1N1CC(c2nc3ccccc3n2CCC2CCCCC2)CC1=O (stereo unspecified)	u	u	x	x	u	u	x	-90%[inhibitor]	x
Cc1ccc(-c2cc(C(F)F)n3ncc(C(=O)N4CCc5ccccc5C4)c3n2)cc1	u	u	11%	10%	6%	-4%	6%	16µM*	18µM*
CC1(C)CC(=O)C(C=NCCN2CCN(C(=O)Cc3ccc(Cl)cc3)CC2)=C(O)C1	-13%	-1%	-8%	6%	7%	-1%	5%	21%	-9%
O=c1c2ccccc2nc(/C=C/c2ccccn2)n1-c1ccccc1	15%	17%	7%	14%	-4%	-7%	15%	11%	12%
COC(=O)[C@@H]1N=C(c2ccc(OC)cc2)O[C@]12C(=O)N(Cc1ccc(OC)cc1)c1ccccc12	23µM*	u	-3%	u	0%	u	-28%	-18%	x
CC(NCC#Cc1ccccc1)C(O)c1ccccc1 (stereo unspecified)	u	7%[0.307 µM]	u	-4%	12%[0.307 µM]	9%	-6%	-19%	-7%
COc1ccc(-n2c(/C=C/c3ccc(O)cc3)nc3ccccc3c2=O)cc1	u	10µM*	9%	u	-29%	u	u	28%	-3%
CCCCn1c(O)c(/C=N/NC(=O)c2ccncc2)c(=O)[nH]c1=O	8%	-2%	1%	15%	4%	12%	13%	14%	-2%
Cc1cccc(NP(=O)(Oc2ccccc2F)Oc2ccccc2F)c1C	-14%	u	8%	u	2%	-8%	u	-14%	20%
CCCCCCC(=O)N/N=C/c1c(O)n(CCc2ccccc2)c(=O)[nH]c1=O	-25%	u	1%	u	0%	u	-10%	12%	u
CCC(C)n1c(O)c(C=NCC2CCCO2)c(=O)[nH]c1=S (stereo unspecified)	23%	11%	1%	0%	5%	6%	2%	14%	-2%
Cc1cccc(Cn2cccc(C(=O)Nc3nnc(C)s3)c2=O)c1	2%	5%	x	x	-5%	6%	x	12%	x
CC(C)OP(=O)(Oc1ccc(C(O)C(Cl)(Cl)Cl)cc1)OC(C)C (stereo unspecified)	-14%	u	-3%	-3%	-19%	-15%	-6%	-4%	-6%
O=C1c2cccc3c(O)ccc(c23)C(=O)N1c1ccc(Cl)cc1	u	u	-6%	-2%	373%[activator]	u	-17%	-20%	27%
CSc1nnc([C@@H](N)Cc2c[nH]c3ccccc23)o1	-2%	13%[7.66 µM]	0%	5%	10%[7.66 µM]	8%	u	-7%	-2%
COc1cccc(Cl)c1NC(=O)N1CCN(c2cc(C)nc3ccccc23)CC1	u	u	-7%	u	u	-25%	-27%	-6%	-7%
CCCC(c1nnnn1Cc1cccs1)N1CCN(c2nc3ccccc3s2)CC1 (stereo unspecified)	u	u	-5%	-2%	-6%	-22%	-3%	14%	-3%[9.22 µM]
COC(=O)C1=C(c2ccccc2)C[C@@H]2CC[C@H]1N2C(=O)NC1CCCCC1	-5%	-6%	3%	-7%	0%	-9%	20%	26%	-14%
CCCCNc1ccncc1S(=O)(=O)NC(=O)NC(C)C	0%	0%	-6%	7%	4%	10%	16%	30%	-3%
CC(C)CCNC(=O)c1c(N)n(Cc2ccc3c(c2)OCO3)c2nc3ccccc3nc12	u	0%	-4%	8%	63%[activator]	1%	0%	-25%	2.6µM*
CSC1=NP(=S)(SC)N(C)c2nc3n(c21)CCC3 (stereo unspecified)	-9%	12%	-5%	6%	-2%	3%	7%	-9%	-3%
CCCCCn1c(=O)c(C(=O)NCc2ccccc2Cl)c(O)c2ccccc21	u	2%	-6%	10%	18%	u	16%	3%	-6%
Cc1cc(C)n(-c2nc(SCCN(C)C)c3c4c(sc3n2)CCCC4)n1	-4%	u	-15%	u	u	1%	7.9µM*	-22%	u
COC(=O)C1=C(c2c(C)noc2C)C[C@@H]2CC[C@H]1N2C(=O)NCc1ccc(F)cc1	u	-12%	-2%	-8%	12%	1%	-3%	-25%	-2%
COc1cc([N+](=O)[O-])c2nc(C)ccc2c1[N+](=O)[O-]	u	6%	0%	u	u	-11%	u	u	15µM*
CC1(C)C2SCC(=O)N2CCN1CC(=O)NN (stereo unspecified)	19%	12%	0%	12%	1%	5%	12%	-17%	-131%[inhibitor]
c1ccc2c(CNC3CCCCCC3)c[nH]c2c1	u	u	-7%	20µM*	u	u	u	-12%	1%
O=C1C2CCCC1C(N1CCCCC1)CC2 (stereo unspecified)	0%	-13%	0%	-1%	2%	3%	2%	7%	-1%
CC1CCSP(=O)(Oc2ccccc2)O1 (stereo unspecified)	-2%	-8%	8%	12%	-2%	23%	15%	-14%	-8%
Cc1ccc(N2C(=O)c3[nH]nc(-c4ccc(Cl)cc4)c3C2c2ccc(F)cc2)cc1 (stereo unspecified)	u	u	-6%	x	u	2%	x	19%	x
Cc1ccccc1O	6%	11%	2%	3%	19%	8%	0%	-13%	1%
Cc1cccc(-n2c(CN3C(=O)c4ccccc4C3=O)nc3ccccc3c2=O)n1	5%	-3%	-7%	8%	3%	11%	9%	-15%	-15%
O=C(O)c1nonc1-c1nonc1C(=O)O	-1%	22%	0%	17%	-2%	4%	-5%	-1%	2%
CCOC(=O)C1CN(C)CCC1=O (stereo unspecified)	-3%	u	3%	6%	-22%	18%	5%	5%	-5%
Cc1n[nH]c(C)c1CCc1nc2c3ccccc3nc(SCC(=O)Nc3ccccc3F)n2n1	-28%	u	4%	u	u	-22%	u	1%	0%
O=P(Nc1cccnc1)(Oc1ccccc1)Oc1ccccc1	-2%	-6%	13%	0%	4%	-6%	-5%	-5%	-3%
N#CC12CC(=O)N1Cc1cnnn1-c1ccccc12 (stereo unspecified)	-17%	16%	-6%	22%	-9%	-5%	u	9%	x
O=P(NS(=O)(=O)c1ccccc1)(Oc1ccccc1)Oc1ccccc1	6%	-15%	-1%	0%	-2%	-10%	5%	-4%	3%
